PERK inh – block of dimerizer-induced PERK translation repression, primary screen, PERK inhibitor project, CHO PERK-DD cells, SEAP luminescence, HTS; hit rate 0.17% among 220,000; Eukaryotic translation initiation factor 2-alpha kinase 3 (Homo sapiens), Q9NZJ5; inhibition, % at 5.6 µM; CHO PERK-DD fusion, SEAP luminescence translation reporter;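 active = inhibition above the mean inhibition of all tested compounds plus 3 SD, set separately per screening campaign, cut at about 2.9% in these data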;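 note: PERK kinase domain activated by AP20187 dimerizer at 100 nM; 0% = DMSO with dimerizer and 100% = rapamycin at 8.4 µM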
L929 necroptosis – inhibitors of zVAD-triggered necroptosis, primary screen, L929 cells; AID 1377, 2008; viability rescue, % at 10 µM; hit rate 0.38% among 220,000; L929 zVAD necroptosis rescue, ATP luminescence, 24 h; with zVAD 60 µM;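 active = activation, scaled between plate controls, above about 75%, limit read from the data; inactive = activation under that limit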;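 note: 0% = zVAD with DMSO and 100% = DMSO alone without zVAD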
eIF4E-4G inh – eIF4E–eIF4G protein interaction inhibitors, primary screen, biochemical, uHTS, TR-FRET, eIF4GI fragment; Eukaryotic translation initiation factor 4E (Mus musculus) + Eukaryotic translation …; TR-FRET eIF4E-eIF4GI(517-606) binding, 2 h; inhibition, % at 21.7 µM; hit rate 0.37% among 220,000; AID 782, 2007;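 active = inhibition above about 30%, limit read from the data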;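 note: 0% = full FRET control wells and 100% = background wells lacking eIF4GI fragment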
Rad51 HR inh – human RAD51 strand exchange inhibitors, primary screen, biochemical, fluorescence; hit rate 0.085% among 200,000; AID 1385, 2008; hRad51 DNA strand exchange, fluorescence dequenching; inhibition, % at 10 µM; DNA repair protein RAD51 homolog 1 (Homo sapiens), Q06609;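 active = inhibition above 40% at the single screening dose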;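 note: 0% = DMSO control wells and 100% = blanks with heterologous ssDNA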
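Test system – preformed human Rad51 ssDNA filaments · Reagent – Donor/quencher-labelled 47-bp dsDNA substrate · Incubation – 37 °C 15-min filament assembly, 30-min compound preincubation, 15-min exchange · Signal – FRET fluorescence dequenching, excitation 485 nm, emission 520 nm · Read-out – percent inhibition from fluorescence, normalised to plate control and blank means · Benchmarks – plate control and blank wells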
Cl transport mod – KCC2 cotransporter modulators, thallium flux, primary screen, cell-based, HEK293 KCC2, FluoZin-2 fluorescence, MLSMR. Solute carrier family 12 member 5 (Homo sapiens), Q9H2X9. KCC2 cells, thallium flux FluoZin-2 fluorescence. B-score of Tl+ flux slope (higher = more flux/activation; lower = inhibition) at 10 µM. hit rate 2.2% among 190,000;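 active = thallium flux slope and its plate-corrected score both differing from the plate sample mean at a set confidence after two filtering rounds, in either direction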;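 note: slope of fluorescence scaled to starting intensity during 10 to 20 s after thallium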
TNF necrop inh – inhibitors of TNF-alpha triggered necroptosis, primary screen, cell-based, Jurkat FADD-/-, single concentration; Jurkat FADD-/- TNF necroptosis rescue, ATP luminescence, 24 h; 0 = TNF only, 100 = no-TNF cells; activation (protection from cell death), % at 10 µM; hit rate 0.068% among 220,000;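 active = activation, meaning protection from cell death, of at least 50% relative to plate controls; inactive = activation below 50%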;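 note: necroptosis triggered by 40 ng/mL TNF-alpha added together with compound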
EBV gp42 block – Epstein-Barr virus gp42 inhibitors, primary screen, biochemical, uHTS, fluorescence polarization; inhibition, % (tested at 21.74 µM); Fluorescence polarization binding assay, mP read-out; hit rate 0.42% among 220,000; in the data active = inhibition above about 50%
Target sequence (Q1HVG2 whole entry, looked up): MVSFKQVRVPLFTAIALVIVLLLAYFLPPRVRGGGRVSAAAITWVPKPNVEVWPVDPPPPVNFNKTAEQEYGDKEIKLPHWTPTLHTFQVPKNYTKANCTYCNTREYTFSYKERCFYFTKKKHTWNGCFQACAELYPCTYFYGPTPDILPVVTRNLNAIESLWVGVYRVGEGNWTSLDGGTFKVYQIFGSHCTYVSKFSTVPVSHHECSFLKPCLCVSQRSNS
m-calpain inh – inhibitors of pig calpain II, primary screen, biochemical, fluorogenic peptide substrate, 1536-well | purified calpain II, 30 min | inhibition, % at 16 µM | hit rate 0.37% among 220,000;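 active = inhibition above about 50%, limit read from the data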
MDM2 E3 inh – MDM2-luciferase reporter signal enhancers, primary screen, MDM2 E3 ligase inhibitor project, cell-based, luminescence, 1536-well | E3 ubiquitin-protein ligase Mdm2 (Homo sapiens), Q00987 | cell-based MDM2 ubiquitination luciferase reporter, 2 h; 0 = plate control, 100 = twice control, blank-subtracted | signal enhancement, % at 5 µM | hit rate 0.11% among 210,000;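 active = signal enhancement of 30% or more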;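 note: luminescence tracks abundance of the self-degrading MDM2-luciferase fusion protein; higher signal means inhibition of MDM2 E3 ligase activity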
Target sequence (Q00987 whole entry, looked up, the tested form may be a part): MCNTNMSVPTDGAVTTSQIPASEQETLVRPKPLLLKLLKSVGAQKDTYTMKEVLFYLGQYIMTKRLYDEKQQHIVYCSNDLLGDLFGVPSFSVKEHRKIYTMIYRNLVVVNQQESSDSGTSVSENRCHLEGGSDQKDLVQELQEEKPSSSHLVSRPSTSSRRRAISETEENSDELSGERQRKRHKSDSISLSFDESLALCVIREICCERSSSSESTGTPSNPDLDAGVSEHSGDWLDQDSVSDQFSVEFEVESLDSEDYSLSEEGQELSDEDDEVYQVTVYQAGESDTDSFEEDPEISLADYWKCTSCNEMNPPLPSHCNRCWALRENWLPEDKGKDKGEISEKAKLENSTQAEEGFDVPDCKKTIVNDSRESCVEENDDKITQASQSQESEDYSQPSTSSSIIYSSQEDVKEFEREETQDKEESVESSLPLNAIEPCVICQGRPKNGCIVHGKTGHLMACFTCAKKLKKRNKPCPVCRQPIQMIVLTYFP
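Buffer or medium: Cells held in DMEM | Assay system: Stable mammalian line carrying autodegrading MDM2–luciferase fusion reporter | Quantity: 2000 cells/well | Times: 4 h settle plus 2 h compound, 37 °C | Doses: One concentration, 5 µM, with 0.2% DMSO | Technique: Luminescence with SteadyLite reagent, 15 min at room temperature | Benchmarks: Plate controls and plate blanks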
An asterisk follows results filed as active; x = not tested or not shown; [ ] = remark or other dose. Not a hit list. Share with any hit: about 3.6%.

item	smiles	Rad51 HR inh	PERK inh	EBV gp42 block	eIF4E-4G inh	m-calpain inh	L929 necroptosis	TNF necrop inh	MDM2 E3 inh	Cl transport mod
1	CC1Oc2ccccc2N(CC(=O)c2cccc(Cl)c2)C1=O (configuration not stated)	1	0.3	8	3	5	-0.5	-1.3	-2	-0.12
2	O=C(Nc1ccc(F)cc1F)NC1CCN(S(=O)(=O)c2ccc(F)cc2)CC1	5	0.0	-13	2	1	0.6	0.3	-26	-0.63
3	Cc1cc(C)c(S(=O)(=O)N2CCN(CCN3C(=O)c4cccc5cccc(c45)C3=O)CC2)cc1[N+](=O)[O-]	-3	0.0	-14	-1[fluorescence artefact?]	-12	x	0.9	-7	0.55
4	N=C1C(=O)OCC1c1ccccc1NC(=O)c1ccc(F)cc1 (configuration not stated)	x	1.0	4	1	11	-0.1	0.4	-7	0.052
5	Cc1cc(OCC(C)C)ccc1/C(O)=C1/C(=O)C(=O)N(Cc2cccnc2)C1c1ccncc1 (configuration not stated)	-7	0.9	-15	8[fluorescence artefact?]	7	0.1	-1.2	x	2.3
6	Cc1ccc(NC(=S)N(CCN(C)C)Cc2cc3cc(C)cc(C)c3[nH]c2=O)cc1	x	-1.2	-29	-3	7	1.0	7.3	-12	0.62
7	O=C(c1ccccc1F)N(Cc1ccc2c(c1)OCO2)Cc1cc2cc3c(cc2n2nnnc12)OCO3	0	-1.1	-18	-18	-53	-0.1	-4.0	-13	-1
8	C#CCOCCOCCOCCNc1nc(N2CCN(C(=O)[C@H]([C@@H](C)CC)n3cc([C@@H](N)CO)nn3)CC2)nc(N2CCN(C(=O)[C@H](Cc3ccc(O)cc3)n3cc([C@@H](N)C(C)CC)nn3)CC2)n1 (some centres not stated)	-5	0.2	-4	1	5	-0.2	2.2	x	-0.3
9	O=C(CCNc1cc(Cl)cc(Cl)c1)c1cccs1	-1	1.6	-4	2	21	0.6	-3.1	-7	x
10	NC[C@@H]1O[C@H](O[C@H]2[C@@H](O)[C@H](O[C@@H]3[C@@H](O)[C@H](N)C[C@H](N)[C@H]3O[C@H]3O[C@H](CO)[C@@H](O)[C@H](O)[C@H]3N)O[C@@H]2CO)[C@H](N)[C@@H](O)[C@@H]1O	x	1.3	0	2	-19	x	x	x	0.31
11	COc1ccc(CNc2ccccc2)cc1Br	10	1.6	-5	6	-1	-0.2	21	x	-0.007
12	CCOc1cccc(C2c3c(oc4ccccc4c3=O)C(=O)N2c2ccccn2)c1 (configuration not stated)	x	1.0	-11	4	7	x	-1.5	x	-0.12
13	COc1cc(SC)ccc1C(=O)Nc1ccc(Br)cn1	11	0.7	-4	-6	-9	5.4	0.9	-83	0.33
14	COc1ccc(CN(C)C(=O)COC(=O)c2ccc3c(c2)OCO3)cc1OC	1	-0.1	-17	-1	-21	0.8	0.5	-15	-0.12
15	CCN(CC)C(=O)CSc1nnc(-c2ccccc2)n1N	2	0.6	1	6[fluorescence artefact?]	8	1.5	-0.2	-7	x
16	CCN1CCCC1CNC(=O)C1c2ccccc2C(=O)N(CCOC)C1c1ccc(F)cc1 (configuration not stated)	0	0.0	-5	-5	18	1.0	0.1	-19	x
17	CCOc1ccc(-n2c(C)c(C(C)=O)c3cc(OCC(N)=O)ccc32)cc1	3	0.1	-11	10	25	2.5	-0.9	-3	x
18	CC1CCC(NC(=O)COc2ccc(C(=O)c3ccccc3)cc2)CC1 (configuration not stated)	-10	0.6	-22	-1[fluorescence artefact?]	2	0.1	-0.6	4	0.45
19	CCOC(=O)C1CN(C(C)(C)C)C(=O)C1=O (configuration not stated)	-3	1.3	-9	0	5	-0.4	1.4	0	0.31
20	Cc1ccc(NC(=S)N(CCN(C)C)C(C)c2ccco2)cc1C (configuration not stated)	4	0.9	-12	-1[fluorescence artefact?]	12	-0.6	2.5	-7	0.24

Look-ups from the results shown:
In Cl transport mod, no. 10 shows 0.31
In MDM2 E3 inh, no. 4 shows -7
In TNF necrop inh, no. 6 shows 7.3

The listing picks up; the four compounds before the break are reprinted first.
item	smiles	Rad51 HR inh	PERK inh	EBV gp42 block	eIF4E-4G inh	m-calpain inh	L929 necroptosis	TNF necrop inh	MDM2 E3 inh	Cl transport mod
17	CCOc1ccc(-n2c(C)c(C(C)=O)c3cc(OCC(N)=O)ccc32)cc1	3	0.1	-11	10	25	2.5	-0.9	-3	x
18	CC1CCC(NC(=O)COc2ccc(C(=O)c3ccccc3)cc2)CC1 (configuration not stated)	-10	0.6	-22	-1[fluorescence artefact?]	2	0.1	-0.6	4	0.45
19	CCOC(=O)C1CN(C(C)(C)C)C(=O)C1=O (configuration not stated)	-3	1.3	-9	0	5	-0.4	1.4	0	0.31
20	Cc1ccc(NC(=S)N(CCN(C)C)C(C)c2ccco2)cc1C (configuration not stated)	4	0.9	-12	-1[fluorescence artefact?]	12	-0.6	2.5	-7	0.24
21	CN(c1ccccc1C(=O)NCc1ccco1)S(C)(=O)=O	4	0.4	1	-2[fluorescence artefact?]	-159	0.1	-2.7	-19	-0.27
22	CCc1ccccc1OCCCCCNCCO	6	0.1	-16	-9	-28	0.3	2.1	-6	-0.71
23	Cc1[nH]c2ccccc2c1CCCO	-19	0.8	13	3	-68	0.8	0.8	-2	0.47
24	CCOc1ccc(NC(=O)C(=O)N/N=C/c2ccccc2F)cc1	2	0.1	-15	-4	-15	0.4	1.1	2	0.058
25	Cc1ccc2nc(NC(=O)CNS(=O)(=O)c3ccc(Br)s3)sc2c1	6	0.0	-17	-4	16	0.9	0.7	-11	-0.72
26	Cc1ccc(C2C(C(=O)c3ccco3)=C(O)C(=O)N2c2nnc(C)s2)cc1 (configuration not stated)	-80	0.4	77*	4	-31	0.8	-1.2	-19	x
27	COc1ccccc1C(=O)NCC(=O)N/N=C/c1cc(Br)ccc1OC(=O)/C=C\c1ccco1	-11	0.0	-18	1[fluorescence artefact?]	-35	0.2	-7.4	-5	-0.33
28	CC1=CC(=NOC(=O)c2cccc([N+](=O)[O-])c2)C=C(C)C1=O	5	0.5	-1	-2	-7	5.0	-2.3	-29	0.011
29	Cc1cc(NC(=O)c2ccco2)ccc1-n1cnnn1	-5	1.1	-19	-12	14	0.1	-1.9	-10	0.43
30	CC(SCc1ccccc1)C(=O)NC1CCCC1 (configuration not stated)	6	0.8	-3	-5	10	-0.4	-0.4	-5	0.62
31	Cc1ccn2cc(CCNC(=O)COc3ccccc3)nc2c1	x	-0.9	-7	2	-5	0.3	2.9	-5	-0.0063
32	COc1ccc(NC(=O)N2CCCC(CCC(=O)N(C)CCc3ccccn3)C2)cc1 (configuration not stated)	0	0.8	-16	-1	-2	0.3	2.3	-1	x
33	COc1ccccc1NC(=O)c1[nH]c(C)c(C(C)=O)c1C	13	-0.7	-20	4[fluorescence artefact?]	-32	1.2	-3.7	-11	0.47
34	S=c1[nH]nc(C23CC4CC(CC(C4)C2)C3)n1Cc1ccco1	10	0.0	-5	-2	-16	-0.1	-5.1	-10	0.0016
35	COc1cnc(-c2ccccn2)nc1Sc1c(Cl)cccc1Cl	1	-0.8	-7	-6[fluorescence artefact?]	2	3.5	-8.8	-4	0.54
36	COc1ccccc1CNC(=O)COC(=O)Cc1ccsc1	-3	0.4	-12	0	-5	0.3	0.8	-11	0.57
37	CC(C)=CCC/C(C)=C/CN(CC(C)O)CC(C)O (configuration not stated)	3	1.4	-15	-2	-10	-0.2	0.2	-3	0.2
38	CC(=O)Nc1ccc(NC(=O)C2CC(=O)Nc3nc4ccccc4n32)cc1 (configuration not stated)	-8	1.7	-16	0	-21	-0.2	-0.1	x	1.7
39	O=C(CCl)NCCCN(C(=O)C(Cl)Cl)c1ccc([N+](=O)[O-])cc1	4	0.1	-3	-2	-11	0.7	-6.7	-9	-0.32
40	CC(C)OC(=O)C1C(=O)CC(C)(O)C(C(=O)OC(C)C)C1c1cccc(O)c1 (configuration not stated)	-2	-1.6	3	4	13	0.4	1.3	-3	x

Looked up by compound from the entries so far:
item	smiles	Rad51 HR inh	PERK inh	EBV gp42 block	eIF4E-4G inh	m-calpain inh	L929 necroptosis	TNF necrop inh	MDM2 E3 inh	Cl transport mod
39	O=C(CCl)NCCCN(C(=O)C(Cl)Cl)c1ccc([N+](=O)[O-])cc1	4	0.1	-3	-2	-11	0.7	-6.7	-9	-0.32
40	CC(C)OC(=O)C1C(=O)CC(C)(O)C(C(=O)OC(C)C)C1c1cccc(O)c1 (configuration not stated)	-2	-1.6	3	4	13	0.4	1.3	-3	x

Additional entries.
item	smiles	Rad51 HR inh	PERK inh	EBV gp42 block	eIF4E-4G inh	m-calpain inh	L929 necroptosis	TNF necrop inh	MDM2 E3 inh	Cl transport mod
41	CCCCC(=O)NC(=S)Nc1cccc(Cl)c1N1CCCCC1	17	0.7	-5	19[fluorescence artefact?]	2	-0.8	0.0	1	0.011
42	CC1(C(=O)NC2CCCCC2)CCC(=O)N1Cc1cccs1 (configuration not stated)	1	0.3	-3	-1[fluorescence artefact?]	-9	1.9	-0.3	-17	0.58
43	COc1ccc(-c2nn(C)c(=O)c3ccccc23)cc1NS(C)(=O)=O	1	-0.1	-3	1	-20	19	-4.0	-1	x
44	CCOC(=O)c1c(C)n(C)c2ccc(OC(=O)c3ccc([N+](=O)[O-])cc3)cc12	-4	0.0	-4	1	29	0.5	1.0	-8	-0.12

Screening data from PubChem BioAssay.
